High-throughput results from PubChem.
NRP1-CendR mod: modulators of CendR peptide binding to NRP-1, primary screen, biochemical, fluorescence polarization, uHTS. Neuropilin-1 (Homo sapiens), O14786. FAM-RPARPAR peptide binding to NRP-1. inhibition, % at 25 µM. hit rate 0.85% among 360,000. AID 602438, 2012;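 active = inhibition or corrected inhibition above about 18%, plus a signal ratio from 0.5 to 1.5, limit read from the data, passing the limit was not always enough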; also: strong numbers were not always called active
bovine MsrA act: bovine MsrA enzyme activators, primary screen, biochemical, absorbance, HTS. Methionine sulfoxide reductase A (Bos taurus). purified bovine MsrA, absorbance read-out. activation, % at 10.6 µM. hit rate 0.3% among 360,000; in the data active = activation above about 7.5%;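 also: 0% = vehicle and 100% = reference activator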
MsrA inh: bovine MsrA enzyme inhibitors, primary screen, biochemical, absorbance, HTS | inhibition, % at 15.5 µM | Methionine sulfoxide reductase A (Bos taurus) | purified bovine MsrA, absorbance read-out | hit rate 0.75% among 360,000 | AID 651718, 2012; in the data active = inhibition above about 4.5%;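 also: 0% = vehicle wells with enzyme and 100% = reference inhibitor wells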
DNMT1 block: human DNMT1 methyltransferase inhibitors, primary screen, biochemical, molecular beacon, fluorescence, HinP1I cleavage, uHTS | hit rate 0.83% among 360,000 | DNA (cytosine-5)-methyltransferase 1 (Homo sapiens), P26358 | inhibition (reported as % activation of signal), % at 10 µM; in the data active = inhibition above about 50%
Scp1 inh: Scp-1 phosphatase inhibitors, primary screen, biochemical, colorimetric, uHTS. Carboxy-terminal domain RNA polymerase II polypeptide A small phosphatase 1 (Homo …. Recombinant Scp1, phosphopeptide, malachite green phosphate absorbance. inhibition, % at 20 µM. hit rate 0.88% among 340,000. AID 493091, 2011;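 active = inhibition above about 50% at 20 µM, limit read from the data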;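 also: plate controls were DMSO wells with enzyme for no effect and wells lacking enzyme for full effect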
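Assay system: SCP-1 catalytic fragment, aa 76-261 | Buffer or medium: Tris acetate buffer pH 5.5 with MgCl2 and Tween-20 | Compound: One concentration, 20 µM, with 1.0% DMSO | Also added: Phospho 17-mer peptide substrate | Signal: Absorbance at 630 nm | Incubation: 45 min enzyme reaction at room temperature | Measure: % inhibition of SCP-1 phosphate liberation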
eLon inh: inhibitors of E. coli Lon protease, primary screen, biochemical, fluorescence polarization | purified E. coli Lon protease | P0A9M0 | inhibition, % at 7.94 µM | hit rate 0.42% among 360,000; in the data active = inhibition above about 13%, passing the limit was not always enough;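 also: 0% = enzyme with probe and DMSO and 100% = no enzyme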
Target sequence (P0A9M0 whole entry, looked up): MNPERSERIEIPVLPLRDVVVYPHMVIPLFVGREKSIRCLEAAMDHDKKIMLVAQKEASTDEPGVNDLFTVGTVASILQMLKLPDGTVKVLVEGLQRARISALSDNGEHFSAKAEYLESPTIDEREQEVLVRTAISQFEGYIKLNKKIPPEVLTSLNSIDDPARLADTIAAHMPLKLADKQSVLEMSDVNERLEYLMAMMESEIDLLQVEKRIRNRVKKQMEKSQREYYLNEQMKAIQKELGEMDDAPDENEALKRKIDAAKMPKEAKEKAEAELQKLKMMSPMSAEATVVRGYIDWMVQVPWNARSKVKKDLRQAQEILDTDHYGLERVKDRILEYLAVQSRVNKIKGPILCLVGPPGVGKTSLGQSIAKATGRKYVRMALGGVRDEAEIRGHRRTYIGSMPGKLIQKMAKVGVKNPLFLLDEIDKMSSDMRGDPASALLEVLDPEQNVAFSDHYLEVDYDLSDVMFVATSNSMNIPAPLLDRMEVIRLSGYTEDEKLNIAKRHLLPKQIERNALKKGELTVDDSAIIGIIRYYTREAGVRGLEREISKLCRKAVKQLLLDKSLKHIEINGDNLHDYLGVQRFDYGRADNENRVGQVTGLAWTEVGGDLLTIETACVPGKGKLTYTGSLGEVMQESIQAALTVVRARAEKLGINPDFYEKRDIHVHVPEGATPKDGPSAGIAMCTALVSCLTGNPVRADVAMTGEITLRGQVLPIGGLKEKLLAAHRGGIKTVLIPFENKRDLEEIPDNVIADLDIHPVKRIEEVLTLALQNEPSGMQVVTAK
Tb MetRS inh: T. brucei MetRS inhibitors, primary screen, biochemical, luminescence; methionyl-tRNA synthetase (Trypanosoma brucei brucei); purified T. brucei MetRS, ATP depletion, Kinase-Glo luminescence; inhibition, % at 11.9 µM; hit rate 0.4% among 360,000; AID 624268, 2012;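 active = inhibition above a per-plate cutoff of the control wells' mean inhibition plus 3 SD, cut at about 5.5% in these data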;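 also: 0% = DMSO wells median and 100% = median of wells with control inhibitor compound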
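assay system = parasite MetRS enzyme | timing = 15 min preincubation, 2 h reaction, all 25 °C | evaluation = percent inhibition relative to median high and low control wells | medium = HEPES buffer containing pyrophosphatase, BSA, spermine, DTT | compound = single dose, 11.9 µM final nominal, 0.9% final DMSO | detection = Kinase-Glo luminescence, ATP depletion format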
STEP block: STEP phosphatase inhibitors, primary screen, biochemical, fluorescence intensity, uHTS; recombinant STEP, OMFP fluorogenic substrate; inhibition, % at 20 µM; Tyrosine-protein phosphatase non-receptor type 5 (Homo sapiens), P54829; AID 588621, 2011; hit rate 0.25% among 360,000;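 active = inhibition at 20 µM, scaled per plate between control wells, above about 37%, limit read from the data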;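 also: 0% = DMSO with enzyme and substrate and 100% = substrate only without enzyme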
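Assay system: isolated STEP enzyme / Timing: 20 min at room temperature, dark / Doses: 20 µM, 1% DMSO / Technique: fluorescence intensity, excitation 480 nm, emission 540 nm / Reagent: fluorogenic phosphatase substrate OMFP at 25 µM final / Measure: percent inhibition scaled to no-enzyme and uninhibited-enzyme controls, plate-pattern corrected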
SUMO1 PPI mod: modulators of SUMO1 protein-protein interactions, primary screen, biochemical, uHTS. inhibition, % at 20 µM. SUMO1 binding to a labelled peptide, TR-FRET, 1 h. Small ubiquitin-related modifier 1 (Homo sapiens), P63165. hit rate 0.33% among 360,000; in the data active = inhibition above about 37%
Target sequence (P63165 whole entry, looked up): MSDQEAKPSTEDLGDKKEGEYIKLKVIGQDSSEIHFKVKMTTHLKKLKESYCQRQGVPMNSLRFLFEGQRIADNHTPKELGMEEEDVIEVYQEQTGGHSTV
LMPTP inh: LMPTP phosphatase inhibitors, primary screen, biochemical, fluorescence intensity, uHTS; Low molecular weight phosphotyrosine protein phosphatase (Homo sapiens), P24666; recombinant LMPTP-A, OMFP fluorogenic substrate; inhibition, % at 20 µM; hit rate 0.22% among 360,000; AID 651560, 2012;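 active = compounds that cut the enzyme signal by at least half of the control window in the single-dose screen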;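 also: plate controls were DMSO wells with enzyme plus substrate for no effect and substrate without enzyme for full effect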
Target sequence (P24666 whole entry, looked up): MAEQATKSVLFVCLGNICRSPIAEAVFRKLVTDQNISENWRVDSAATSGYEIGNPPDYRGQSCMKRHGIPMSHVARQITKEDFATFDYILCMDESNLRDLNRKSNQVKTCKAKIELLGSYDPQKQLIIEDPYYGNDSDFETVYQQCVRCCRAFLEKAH
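Assay system: LMPTP-A phosphatase enzyme | Input: 0.625 nM enzyme | Also added: Fluorogenic phosphatase substrate OMFP at 400 µM final | Compound dosing: One test concentration per compound, 20 µM, with 3% DMSO overall | Schedule: 50 min enzyme reaction at room temperature, protected from light | Signal: Fluorescence intensity | Benchmarks: no-enzyme and uninhibited controls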
An asterisk follows results filed as active; . = not tested or not shown.

SMILES | NRP1-CendR mod | bovine MsrA act | MsrA inh | DNMT1 block | Scp1 inh | eLon inh | Tb MetRS inh | STEP block | SUMO1 PPI mod | LMPTP inh
Cc1ccc(C)c(NC(=S)NNC(=O)c2csc3c2CCC(C)C3)c1 (stereo not drawn) | -8 | -2 | 0.2 | -1 | -6 | -6 | -0.3 | 3 | 3 | 2.7
COc1ccc(N2C(=O)CSC23C(=O)N(CC(=O)NC2CCCC2)c2ccccc23)cc1 (stereo not drawn) | 15 | -3 | -0.7 | 3 | 0 | -7 | 0.1 | -3 | 3 | 0.0
CC1(C)CC(=NO)CC(C)(C)N1 | 15 | -3 | 0.0 | 1 | 0 | 0 | -0.8 | 4 | 0 | -0.1
O=C(Nc1cccnc1)c1ccc(N2CCOCC2)c([N+](=O)[O-])c1 | 8 | -3 | 1.0 | -3 | -2 | -1 | -0.9 | -5 | -26 | -2.9
CC(=O)Nc1cc2c3c(c1)CCN3C(=O)CC2 | 2 | -10 | 0.0 | -2 | -2 | -1 | 0.4 | 1 | 1 | 0.6
Cc1cccc(C)c1NC(=O)CSc1nnc([C@@H]2CCCN2C(=O)OC(C)(C)C)o1 | -5 | -1 | 0.7 | -3 | -11 | 2 | -0.2 | -1 | 2 | 0.8
C/C=C/c1ccc(OCCCCOc2ccccc2F)c(OC)c1 | 7 | -3 | 1.1 | -2 | -16 | 3 | -0.7 | 4 | -2 | 4.9
CC1CCN(CC(O)COC2CCC(C(C)(C)C)CC2)CC1 (stereo not drawn) | -2 | 1 | 0.5 | 3 | -5 | -4 | 0.0 | 0 | -2 | -1.1
O=C(NCC1CCCO1)c1ccc(NC(=O)C2CCCCC2C(=O)O)cc1 (stereo not drawn) | -5 | -5 | -0.8 | 3 | -11 | -1 | -0.7 | 2 | 3 | -0.7
Cc1ccc(S(=O)(=O)N(C)c2ccc(C(=O)N3CCc4ccccc4C3)cc2)cc1 | 5 | -3 | -0.5 | -2 | -8 | 4 | 0.2 | 0 | -1 | 1.2
CC1CCN(c2ccc3c(c2)S(=O)(=O)c2cccc(C(=O)NCc4cccc(F)c4)c2C3=O)CC1 | 104 | -2 | -0.9 | 23 | 0 | -86 | -0.2 | -12 | -13 | 2.9
CCN(CC)C(=O)Sc1cccc2cccnc12 | 20 | -6 | 0.3 | 3 | 0 | -6 | -0.8 | -1 | 0 | 0.0

Some of these compounds in order of the NRP1-CendR mod value, smallest number first:
SMILES | NRP1-CendR mod | bovine MsrA act | MsrA inh | DNMT1 block | Scp1 inh | eLon inh | Tb MetRS inh | STEP block | SUMO1 PPI mod | LMPTP inh
Cc1ccc(C)c(NC(=S)NNC(=O)c2csc3c2CCC(C)C3)c1 (stereo not drawn) | -8 | -2 | 0.2 | -1 | -6 | -6 | -0.3 | 3 | 3 | 2.7
O=C(NCC1CCCO1)c1ccc(NC(=O)C2CCCCC2C(=O)O)cc1 (stereo not drawn) | -5 | -5 | -0.8 | 3 | -11 | -1 | -0.7 | 2 | 3 | -0.7
O=C(Nc1cccnc1)c1ccc(N2CCOCC2)c([N+](=O)[O-])c1 | 8 | -3 | 1.0 | -3 | -2 | -1 | -0.9 | -5 | -26 | -2.9
CCN(CC)C(=O)Sc1cccc2cccnc12 | 20 | -6 | 0.3 | 3 | 0 | -6 | -0.8 | -1 | 0 | 0.0
CC1CCN(c2ccc3c(c2)S(=O)(=O)c2cccc(C(=O)NCc4cccc(F)c4)c2C3=O)CC1 | 104 | -2 | -0.9 | 23 | 0 | -86 | -0.2 | -12 | -13 | 2.9

Following part
SMILES | NRP1-CendR mod | bovine MsrA act | MsrA inh | DNMT1 block | Scp1 inh | eLon inh | Tb MetRS inh | STEP block | SUMO1 PPI mod | LMPTP inh
O=C(Cc1ccccc1)N/N=C/c1cccc([N+](=O)[O-])c1 | 11 | -3 | -0.7 | -2 | -3 | 2 | 0.5 | 0 | -20 | 0.5
COc1ccc(C(=O)CCc2nc3ccccc3s2)cc1 | -4 | -5 | -1.5 | 3 | -7 | -13 | -0.8 | 4 | -3 | -0.1
COc1cc(CNC(C)(C)C)ccc1OCC(=O)NC(C)(C)C | 9 | -9 | 0.2 | 2 | 6 | 6 | -0.5 | -1 | 4 | 1.0
FC(F)(F)c1cnc(Oc2ccccc2-c2nnc(-c3ccc(Cl)cc3)o2)c(Cl)c1 | 17 | -5 | -1.0 | 3 | -6 | -8 | -1.2 | 3 | 0 | 1.9
NC(N)=Nc1ccc(C=C2C=Cc3ccccc32)cc1 | 0 | 2 | 0.3 | -30 | -2 | -16 | -0.2 | 4 | -95 | 1.9
CCn1c(SC(C)C(=O)Nc2ccc(N3CCOCC3)cc2)nnc1C1CC1 (stereo not drawn) | -3 | -3 | 0.0 | 1 | 0 | -7 | -0.2 | 0 | 1 | -0.8
Cc1ccc(NC(=O)CSCC(=O)N(CCC(C)C)c2c(N)n(Cc3ccccc3)c(=O)[nH]c2=O)cc1 | -6 | -6 | -2.0 | -3 | -10 | -1 | -0.3 | 0 | -1 | 0.3
Cc1ccc(NC(=O)C2CCN(S(=O)(=O)c3ccc4[nH]c(=O)ccc4c3)CC2)c(C)c1 | -3 | -2 | -0.8 | -1 | -8 | -6 | 0.4 | 2 | 5 | -1.5
Cc1ccc(NC2=NC3(CCCC3)N=C(N)N2)c(C)c1 | -9 | 1 | -0.4 | 0 | -8 | -9 | 0.3 | 10 | 2 | -0.1
CC(C)(C)c1ccc(C(=O)NCC(=O)NCC(C)(C)N2CCOCC2)cc1 | -11 | -3 | 2.6 | -2 | 0 | 2 | -0.2 | -2 | 8 | -0.6
O=S(=O)(NC1CCCCC1)c1cccs1 | 8 | -3 | 0.3 | -1 | 1 | 7 | 0.3 | 2 | 2 | -1.5
COc1ccc(CCNc2nc(-c3sc(N)nc3C)cs2)cc1OC | -20 | 0 | 2.4 | -17 | 14 | -15 | 0.3 | 1 | 11 | 3.1
CC(=O)c1cnc(SCCN2C(=O)c3ccccc3C2=O)nc1C | 5 | -9 | -1.0 | 1 | 1 | -4 | -0.8 | 1 | -9 | -0.4
CC(C)Oc1ccccc1/C=N/Nc1ccccc1[N+](=O)[O-] | 9 | -11 | -0.4 | -1 | 0 | 6 | -1.8 | 3 | -15 | 3.2
CCN(CC)c1ccc(S(=O)(=O)N2CCOCC2)cc1NC(=O)COC(=O)/C=C/c1ccc(O)c(OC)c1 | 16 | -3 | 1.9 | -11 | 0 | 3 | -0.1 | -2 | -5 | 0.7
CC(Sc1nnc(-c2cccs2)n1C1CC1)C(=O)NCC1CCCO1 (stereo not drawn) | 9 | -2 | -1.3 | 1 | -10 | 5 | -0.1 | 1 | 0 | -0.7
COC(=O)c1ccccc1Sc1ncnc2onc(C)c12 | 6 | -3 | -0.5 | 0 | 2 | -2 | 0.5 | 2 | -3 | 0.5
O=C(CN(CCc1ccccc1)C(=O)CNS(=O)(=O)c1ccc(F)cc1)NCc1ccco1 | -11 | -3 | -0.7 | 3 | -1 | 3 | -0.6 | -1 | -2 | 0.7
O=S(=O)(c1cccs1)N1CCC2(CC1)OCCN2S(=O)(=O)c1ccccc1 | -5 | -1 | 0.2 | -2 | -13 | -2 | 0.0 | 2 | -1 | 0.4
O=C(CSc1nc(C2CC2)nc2ccccc12)N1c2ccccc2Sc2ccc(C(F)(F)F)cc21 | 0 | -1 | 0.3 | 1 | 4 | -9 | -0.6 | 1 | -2 | 4.9
CCOC(=O)c1ccc(NC(=O)c2ccc[n+]([O-])c2)cc1 | 8 | -3 | -0.6 | -1 | 4 | 1 | -0.9 | -1 | -1 | -0.8
CN1C(=O)CSC1=Nc1cccc(C(=O)O)c1 | 8 | -2 | 0.3 | 1 | 2 | -4 | -0.6 | -3 | 5 | -1.5
COC(=O)CC1C(=O)NCCN1C(=S)Nc1cccc(C)c1 (stereo not drawn) | -9 | 0 | -1.7 | -1 | 1 | 2 | 1.0 | 2 | 0 | -0.3
COc1cccc(/C=N/NC(=O)CSCC(=O)Nc2ccccc2)c1O | -12 | -2 | 0.5 | 4 | -4 | -5 | -0.6 | -1 | -4 | -1.1
N#CCCN1CCN(C(=S)c2ccc(-c3cc(Cl)ccc3Cl)o2)CC1 | -8 | -3 | 1.9 | -5 | -18 | 7 | 0.6 | 0 | -6 | 3.5
Cc1ccc(N(C(=O)CNC(=O)c2ccco2)C(C(=O)NC2CCCCC2)c2cccnc2)cc1 (stereo not drawn) | 0 | -2 | -0.5 | 0 | -2 | 2 | -0.3 | 0 | -2 | 0.3
O=C(Nc1cc(-c2ccccc2)cs1)c1ccco1 | 1 | -6 | 0.7 | -1 | -6 | 8 | -0.3 | 0 | 6 | 0.6
COc1cccc(C2c3cc4c(cc3OC(N3CCCC3)C2C)OCO4)c1O (stereo not drawn) | -8 | 0 | 0.5 | -12 | -8 | 5 | -0.2 | -3 | 5 | 0.8
CCc1nc2ccc(C(=O)N3CCN(C(=O)c4ccco4)CC3)cn2c1N(CC)CCOC | -7 | 0 | -0.9 | -2 | . | 5 | 0.2 | -4 | -3 | -1.1
COc1ccc(CCNC(=O)COc2cc(=O)n(C)c3ccccc23)cc1OC | 2 | -3 | 1.9 | 5 | -7 | 0 | -0.2 | 3 | 2 | -0.9
CCn1c(C(=O)N2CCCC(C(=O)NCCc3ccc(C)cc3)C2)cc2sccc21 (stereo not drawn) | -1 | -2 | -1.0 | -7 | -8 | -10 | 0.1 | 1 | 2 | 1.3
Cc1cccc(C)c1NC(=O)NC1(C(=O)N2CCOCC2)CCCCC1 | 12 | -3 | -0.4 | -2 | -9 | 8 | -0.5 | 2 | 1 | -2.3
COCCCN(C(=S)Nc1cc(Cl)cc(Cl)c1)C(C)c1ccncc1 (stereo not drawn) | -13 | -2 | 0.5 | 2 | 1 | 1 | 0.8 | 26 | -1 | -1.2
COc1ccc(C(C)N2CC34C=CC(O3)C(C(=O)O)C4C2=O)cc1 (stereo not drawn) | 3 | 0 | -0.2 | 1 | -10 | 6 | -0.7 | -3 | -3 | -0.2
